Screening results: PubChem, Sanford-Burnham Center for Chemical Genomics
SENP1 inh: inhibitors of human SENP1 SUMO protease catalytic domain; 360,000 tested, 0.21% active; Q9P0U3; recombinant SENP1 catalytic domain, CyPet-SUMO1-YPet FRET cleavage; inhibition, % at 10 µM;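 active means inhibition at least 30% at 10 µM, raw YFP signal under a set limit, fluorescence ratio 0.5 to 1.5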;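 further: 0% = enzyme with DMSO and 100% = no enzyme wells; some results filed as inactive read as strong as hits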
Target sequence (Q9P0U3 419-644 limits assumed): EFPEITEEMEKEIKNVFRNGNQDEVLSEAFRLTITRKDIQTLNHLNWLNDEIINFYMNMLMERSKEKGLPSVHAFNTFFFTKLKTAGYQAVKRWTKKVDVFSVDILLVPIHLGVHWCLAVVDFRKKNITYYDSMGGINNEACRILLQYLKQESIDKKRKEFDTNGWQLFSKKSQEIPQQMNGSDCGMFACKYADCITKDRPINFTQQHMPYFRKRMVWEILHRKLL
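Assay system – human recombinant His6-tagged SENP1 catalytic domain enzyme · Input – SENP1 enzyme, 20 pM final · Buffer or medium – Tris pH 8 buffer plus EDTA, NaCl, BME, BSA, NP40, catalase · Schedule – 50 min reaction at room temperature · Technique – FRET read of cyan and yellow fluorescence · Control set – no-enzyme wells low, DMSO-plus-enzyme wells high control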
A3G deaminase: blocks human APOBEC3G single-stranded DNA deamination; inhibition, % at 20 µM; Q9HC16; recombinant A3G, ssDNA deamination FAM/TAMRA fluorescence; 330,000 tested, 0.28% active; AID 493012;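 active means inhibition of at least 40% at 20 µM, with no more than 30% in the related APOBEC3A deaminase screen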;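 further: plate controls were DMSO wells with A3G for no effect and wells lacking A3G enzyme for full effect; some compounds called inactive have numbers as strong as hits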
Target sequence (Q9HC16 whole entry, looked up): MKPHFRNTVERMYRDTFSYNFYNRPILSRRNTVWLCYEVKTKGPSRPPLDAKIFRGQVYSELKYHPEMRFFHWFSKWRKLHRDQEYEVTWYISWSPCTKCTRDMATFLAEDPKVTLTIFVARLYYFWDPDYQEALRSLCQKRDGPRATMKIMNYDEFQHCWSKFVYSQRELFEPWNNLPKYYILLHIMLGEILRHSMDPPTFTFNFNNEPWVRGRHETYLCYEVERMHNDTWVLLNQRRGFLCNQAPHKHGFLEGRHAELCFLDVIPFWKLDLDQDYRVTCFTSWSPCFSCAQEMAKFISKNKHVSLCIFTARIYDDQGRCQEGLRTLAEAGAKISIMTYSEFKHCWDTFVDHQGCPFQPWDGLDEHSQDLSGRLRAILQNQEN
hIAP block: human IAP inhibition; P09923; purified IAP, CDP-Star luminescence, 30 min; inhibition, % at 10 µM; 330,000 tested, 0.12% active;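 active means inhibition reaching a set limit with compound at 10 µM in the primary screen, cut at about 35% in these data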;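 further: plate controls were DMSO wells with enzyme for no effect and no-enzyme buffer wells for full effect; values of inactives mirror those of a sister screen read the other way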
MIN6 prolif: MIN6 beta-cell proliferation induction; 330,000 tested, 0.29% active; MIN6 cells proliferation, ATPlite luminescence, 48 h; cells starved in 0.2% serum; 100% = growth in 10% serum; proliferation, % at 10 µM;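 active means compounds whose signal lies at least 3.5 SD above the mean of all wells on their plate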;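 further: 0% = DMSO-treated cells in low-serum medium and 100% = 10% serum control; some compounds called inactive have numbers as strong as hits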
mIAP act: increases mouse intestinal alkaline phosphatase activity. muIAP, CDP-Star luminescence, 30 min; stronger effect = higher value; 1 = vehicle-only enzyme signal, 0 = enzyme-free wells. activation factor at 10 µM. 330,000 tested, 0.24% active. AID 2805;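 active means activation factor of at least 2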; further: the source names both 10 and 20 µM as test concentration; values of inactives mirror those of a sister screen read the other way
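System: mouse IAP enzyme. Reagent: CDP-Star chemiluminescent phosphatase substrate. Benchmarks: DMSO wells, no-enzyme wells. Times: 30 min enzyme-substrate-compound incubation at room temperature. Detection: luminescence from enzymatic CDP-Star hydrolysis. Doses: test compounds delivered from DMSO solution.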
mIAP inh: mouse IAP inhibition; purified mouse IAP, CDP-Star luminescence, 30 min; inhibition, % at 10 µM; 330,000 tested, 0.2% active; AID 2806;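 active means inhibition of at least 40% at 10 µM in the primary screen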;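 further: plate controls were DMSO with enzyme for no effect and no enzyme wells for full effect; values of inactives mirror those of a sister screen read the other way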
APOBEC3A inh: human APOBEC3A DNA deaminase inhibition; recombinant A3A, FAM/TAMRA ssDNA deamination fluorescence; inhibition, % at 20 µM; 330,000 tested, 0.41% active; AID 493011;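 active means at least 40% inhibition at 20 µM here, with at most 30% in a related deaminase screen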;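 further: plate controls were A3A with DMSO for no effect and wells lacking A3A enzyme for full effect; some results filed as inactive read as strong as hits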
Target sequence (P31941 whole entry, looked up): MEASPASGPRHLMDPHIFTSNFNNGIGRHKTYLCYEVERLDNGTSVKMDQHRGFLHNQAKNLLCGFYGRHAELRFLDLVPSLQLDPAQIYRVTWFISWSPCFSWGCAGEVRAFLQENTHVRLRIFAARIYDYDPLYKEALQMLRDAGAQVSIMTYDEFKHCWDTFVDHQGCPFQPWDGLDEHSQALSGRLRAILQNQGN
NLRP3 yeast inh: NALP3 inhibition in yeast. Yeast reconstituted NLRP3/ASC/caspase-1, beta-gal luminescence, 24 h. AID 2825. inhibition, % at 10 µM. 330,000 tested, 0.39% active;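 active means inhibition of 50% or more; inactive means inhibition below 50%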;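 further: plate controls were induced DMSO wells for no effect and uninduced yeast grown without galactose for full effect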
hIAP act: increases human intestinal alkaline phosphatase activity. AID 2524. P09923. purified human IAP, CDP-Star luminescence, 30 min; stronger effect = higher value; 1 = vehicle-only enzyme, 0 = enzyme-free background. 330,000 tested, 0.16% active. activation factor at 10 µM;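 active means activation factor of the enzyme at least 2-fold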; further: the source names both 10 and 20 µM as test concentration; values of inactives mirror those of a sister screen read the other way
Starred values were filed as active, the others as inactive. Not all compounds are listed. The share of hits here may be higher or lower than overall.

(1) CN(CC(=O)NNC(=O)CNC(=O)c1cccs1)S(=O)(=O)c1ccc(Cl)cc1
(2) C=CCc1cccc(/C=N/NC(=O)C(=O)Nc2ccc(C)cc2)c1O
(3) Cn1nccc1C(=O)Oc1cccc(/C=N/NC(=O)c2ccccc2O)c1
(4) O=S(=O)(NCCOc1cccc2cccnc12)c1ccc(F)cc1
(5) CCn1c(=O)c(C(=O)Nn2c(C)nc3ccccc3c2=O)c(O)c2ccccc21
(6) CSCC[C@H](NC(=O)Cc1c(C)c2cc3c4c(oc3cc2oc1=O)CCCC4)C(=O)O
(7) CN1CCN(CC#Cc2ccccc2)CC1CCO (stereo not given)
(8) O=C(NCCN1C(=O)S/C(=C\c2ccccc2)C1=O)C1CCN(S(=O)(=O)c2cccs2)CC1
(9) Cc1cccc(C)c1OCC(=O)Nc1ccccc1C(F)(F)F
(10) O=C(/C=C/c1ccc(Cl)cc1)NCc1ccncc1
screen / no.	1	2	3	4	5	6	7	8	9	10
MIN6 prolif	-3	-3	-1	5.6*	-4	-3	3	-3	0	1
mIAP inh	6	9	-12	-12	4	2	-1	-4	1	9
APOBEC3A inh	0	4	2	-2	0	-10	0	2	1	1
hIAP act	1.1	1.9	0.81	1.1	0.79	0.94	1.2	0.83	0.97	1.1
NLRP3 yeast inh	1	13	-2	5	22	-1	24	0	6	6
SENP1 inh	1	3	2	2	-1	-24	1	1	0	0
mIAP act	0.94	0.91	1.1	1.1	0.96	0.98	1	1	0.99	0.91
hIAP block	-14	-95	19	-8	21	6	-21	16	3	-6
A3G deaminase	0	-5	2	-5	0	-11	-3	1	-6	-1

(11) COc1ccc(NC(=O)CN(C)S(=O)(=O)c2ccc3c(c2)CC(C)N3C(C)=O)c(OC)c1 (stereo not given)
(12) Cc1ccc(NC(=O)CCn2cnc3ccccc3c2=O)cc1
(13) CC(C)(C)n1nnnc1C(c1cccnc1)N(Cc1ccccc1)Cc1ccco1 (stereo not given)
(14) CCOC(=O)c1[nH]c2ccc(OC)cc2c1NC(=O)CCN1CCSCC1
(15) CC(C)NC(=O)NC(=O)COC(=O)c1ccc(NC(=O)CC#N)cc1
(16) O=C(CCSCc1ccccc1F)N1CCN(c2ccccn2)CC1
(17) O=C(O)CCC(=O)Nc1cccc2cccnc12
(18) CCOC(=O)c1cc(C)nc(Sc2ccc(C)cc2)c1C#N
(19) Cc1cc(SCC(=O)N2CCCC2=O)nc2c(C)cccc12
(20) O=C(Nc1ccn(Cc2c(F)c(F)c(F)c(F)c2F)n1)c1ccc(COc2ccccc2Cl)cc1
screen / no.	11	12	13	14	15	16	17	18	19	20
MIN6 prolif	2	1	0	1	0	-2	0	-1	7	-5
mIAP inh	-6	-6	3	5	2	11	4	15	3	12
APOBEC3A inh	-5	3	1	0	-2	-3	3	0	0	0
hIAP act	1.3	1.1	0.97	0.99	0.92	1.1	1.1	1	1	0.82
NLRP3 yeast inh	12	1	5	12	11	15	9	17	15	11
SENP1 inh	0	1	3	3	-2	0	0	1	0	1
mIAP act	1.1	1.1	0.97	0.95	0.98	0.89	0.96	0.85	0.97	0.88
hIAP block	-26	-11	3	1	8	-7	-7	-2	-2	18
A3G deaminase	-4	0	41*	-4	-1	-5	-5	-1	-5	-6

(21) Cc1ccc(S(=O)(=O)N2CCC(C(=O)NCc3cccnc3)CC2)cc1
(22) CCC(C)NC(=O)C1CCN(C(=O)c2ccccc2)CC1 (stereo not given)
(23) CNS(=O)(=O)c1ccc2c3c(cccc13)C(=O)N2
(24) COc1ccc(C)cc1S(=O)(=O)N1CCc2ccccc2C1
(25) C[C@H](CO)N1C[C@H](C)[C@@H](CN(C)C(=O)Nc2ccc(C(F)(F)F)cc2)Oc2c(NS(=O)(=O)c3ccccc3)cccc2C1=O
(26) CCc1noc(C)c1C(=O)NC1CCCc2c1cnn2-c1ccc(C(C)(C)C)cc1 (stereo not given)
(27) COc1ccc(CC(=O)Nc2c3c(nn2C(C)(C)C)CS(=O)C3)cc1 (stereo not given)
(28) Cc1ccc(-c2nc(NCCN(C)C)c3ccccc3n2)cc1
(29) COC(=O)c1ccccc1N/C=C/C(=O)c1ccc(Br)cc1
(30) CN1C(=O)N(C)C(c2ccccc2Cl)C2=C1CC(C)(C)CC2=O (stereo not given)
screen / no.	21	22	23	24	25	26	27	28	29	30
MIN6 prolif	0	0	-3	-1	-2	-5	-1	-2	-3	-1
mIAP inh	0	-6	-13	-2	1	-2	-1	-6	3	-8
APOBEC3A inh	-7	-5	1	-5	1	-2	0	2	-1	1
hIAP act	1.1	1	1	1.2	0.9	1	0.88	1.2	1	1.2
NLRP3 yeast inh	13	11	13	7	14	-1	16	11	16	-2
SENP1 inh	-2	1	-77	0	2	-2	3	-2	-117	1
mIAP act	1	1.1	1.1	1	0.99	1	1	1.1	0.97	1.1
hIAP block	-14	-1	0	-16	10	0	12	-16	-4	-24
A3G deaminase	-9	-9	-2	-7	-7	-5	-11	-6	-3	1

(31) Cc1noc(C(F)(F)F)c1C(=O)NNC(=O)c1cccc(C(F)(F)F)c1
(32) O=C(NC1CCN(S(=O)(=O)c2ccccc2)CC1)c1ccc(F)cc1
(33) O=C(NCc1ccc2c(c1)OCO2)c1ccc(NS(=O)(=O)c2ccc3c(c2)OCCO3)cc1
(34) Cc1ccc(NC(=O)CSCC(=O)Nc2ccccc2C(=O)N2CCCCC2)cc1
(35) CCCCn1c(N)c(N(CCOC)C(=O)C2CCN(C(=O)c3ccc(Cl)cc3)CC2)c(=O)[nH]c1=O
(36) C[C@H]1COC(=O)[C@H](CC(=O)OC(C)(C)C)C/C=C\C[C@@H](CC(=O)N[C@@H](CO)Cc2ccccc2)C(=O)N1
(37) CCOc1nc(C)cc(C)c1S(=O)(=O)c1cccc(Cl)c1
(38) CC(C)(Oc1ccc(Cl)cc1)C(=O)OCC(=O)Nc1ncc(Cl)cc1Cl
(39) CCC(C)C(NC(=O)C1CCC(C)CC1)C(=O)Nc1ccc(OC)cc1OC (stereo not given)
(40) C/C(CCc1ccc2c(c1)OCO2)=N\NC(=S)NC(C)C
screen / no.	31	32	33	34	35	36	37	38	39	40
MIN6 prolif	-3	-3	-1	7	-5	-1	1	0	-2	-1
mIAP inh	-10	2	-4	0	-4	-12	-3	2	-7	-2
APOBEC3A inh	2	3	-3	1	1	-1	3	-1	0	6
hIAP act	1.3	0.84	1.2	1.1	1	0.77	0.87	0.88	1.1	1
NLRP3 yeast inh	12	10	9	16	8	5	-11	-8	-9	6
SENP1 inh	1	-1	0	3	-2	0	2	3	3	0
mIAP act	1.1	0.98	1	1	1	1.1	1	0.98	1.1	1
hIAP block	-26	16	-24	-10	-5	24	13	12	-9	-5
A3G deaminase	6	-2	-7	-8	-12	-7	2	-4	-1	-8

(41) CSc1ccc(/C=N/NC(=O)c2cccs2)cc1
(42) CCOC(=O)C[C@H]1c2cc(F)ccc2S(=O)(=O)N1c1cccc(OC)c1
(43) CCOC(=O)c1ccc2c(c1)N(CC#N)C(=O)C(C)(C)O2
(44) COc1ccccc1NC(=O)N(c1c(N)n(Cc2ccccc2)c(=O)[nH]c1=O)C1CCCC1
(45) Cn1c(=O)c2cc(S(=O)(=O)N3CCN(c4cccc(C(F)(F)F)c4)CC3)ccc2n(C)c1=O
(46) CCOC(=O)c1ccccc1NC(=O)c1ccccc1SC
(47) O=C(CSc1nnc(COc2ccc(Br)cc2)o1)N1CCOCC1
(48) COc1ccccc1CN1CCCC(N2CCN(c3ccccc3OC)CC2)C1 (stereo not given)
(49) COc1ccc(NC(=S)N(CCN(C)C)C(C)c2ccncc2)cc1Cl (stereo not given)
(50) O=C(/C=C/c1ccc(OCc2c(F)cccc2Cl)cc1)N1CCOCC1
screen / no.	41	42	43	44	45	46	47	48	49	50
MIN6 prolif	0	-4	-1	0	2	-1	0	2	2	-2
mIAP inh	9	-4	12	2	17	-6	5	-8	-6	-4
APOBEC3A inh	0	-1	-1	5	5	-8	-1	-6	1	-3
hIAP act	1	0.99	0.95	0.92	1.1	0.84	1.3	1.2	0.93	0.97
NLRP3 yeast inh	14	17	27	0	7	11	23	20	1	28
SENP1 inh	1	1	1	3	0	4	-1	0	-1	1
mIAP act	0.91	1	0.88	0.98	0.83	1.1	0.95	1.1	1.1	1
hIAP block	-2	0	5	8	-15	16	-26	-16	7	3
A3G deaminase	-3	-4	-4	-5	0	-4	-6	-11	-3	-5

(51) COc1ncnc(OC)c1NC(=O)c1ccc(F)cc1
(52) CC1Nc2ncnc(N3CCOCC3)c2N(Cc2ccccc2)C1=O (stereo not given)
(53) C=CCN1C(=O)C(Cc2ccc(OCC)cc2)S/C1=N\N=C\c1cccs1 (stereo not given)
(54) O=C(NCC(c1ccco1)N1CCCCC1)c1ccc(S(=O)(=O)Nc2ccccc2Cl)cc1 (stereo not given)
(55) CN(CC(=O)Nc1ccc(Cl)c(C(F)(F)F)c1)C(=O)Cc1n[nH]c(=O)c2ccccc12
(56) COc1ccc(NC(=O)N(C)C[C@H]2Oc3c(NC(=O)Nc4ccc5c(c4)OCO5)cccc3C(=O)N([C@H](C)CO)C[C@@H]2C)cc1
(57) Cc1cc(C)c(C)c(S(=O)(=O)Nc2ccccc2C(=O)O)c1C
(58) O=C(c1ccoc1)N1CCC2(CC1)Oc1ccc(Cl)cc1C(=O)C21CC(c2ccc(Cl)cc2)=NO1 (stereo not given)
(59) O=C(Nc1ccc(N2CCN(c3ccccc3)CC2)c(F)c1)C1CC1
(60) COc1ccccc1N1CCN(c2ccnc3cc(Cl)ccc23)CC1
screen / no.	51	52	53	54	55	56	57	58	59	60
MIN6 prolif	-2	-1	-2	-5	-4	-2	-2	-8	0	-4
mIAP inh	9	-3	8	-5	-1	-5	3	3	-17	-5
APOBEC3A inh	0	0	-1	0	4	-1	-5	-1	-1	-1
hIAP act	0.99	0.89	0.97	1	0.91	0.79	1	1.1	1.1	0.97
NLRP3 yeast inh	9	1	10	10	-14	11	15	16	0	13
SENP1 inh	0	-1	0	-4	1	1	0	-2	1	0
mIAP act	0.91	1	0.92	1.1	1	1	0.97	0.97	1.2	1.1
hIAP block	0	11	3	-4	9	21	0	-10	-7	3
A3G deaminase	3	-4	-3	-3	-4	7	-6	-9	2	-14
